DT40 TDP1 CPT: DT40-hTDP1 cell growth loss with CPT | chicken DT40 Tdp1-/-;hTDP1 cells + 20 nM CPT, ATP luminescence, 48 h | Potency, µM (titrated, usually from 46.2 µM), for inactives: at the highest dose activity change, negative = growth inhibition, most hits filed as inhibitors | actives 12% (n = 420,000) | AID 686979; further: nearly all actives have a fitted effect of over 55% in size
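Chicken DT40 Tdp1-/- cells complemented with human TDP1, 400 cells/well, exposed to compounds plus 20 nM camptothecin for at least 48 h at 37 C; viability read as ATP content by CellTiter-Glo luminescence.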
FEN1 inh: inhibitors of human flap endonuclease 1 | P39748 | Recombinant FEN1 flap cleavage, fluorescence, 15 min | Potency, µM (titrated, usually from 114 µM), inactives show top-dose activity change, negative = inhibition, actives largely listed as inhibitors | actives 0.35% (n = 390,000); further: nearly all actives have a fitted effect of over 65% in size
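Enzyme 10 nM, 15 min RT preincubation with compound; start with substrate 50 nM final; reads at 0 and 15 min; qHTS titration, four-parameter Hill fit.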
GCN5L2 inh: inhibitors of human GCN5L2 histone acetyltransferase. Q92830. GCN5L2 HAT assay, ThioGlo1 CoA-SH fluorescence. Potency, µM (top dose mostly 58.9 µM), for inactives: top-dose activity change, negative = inhibition, most hits filed as inhibitors. actives 0.21% (n = 390,000). AID 504327
Target sequence (Q92830 whole entry, looked up): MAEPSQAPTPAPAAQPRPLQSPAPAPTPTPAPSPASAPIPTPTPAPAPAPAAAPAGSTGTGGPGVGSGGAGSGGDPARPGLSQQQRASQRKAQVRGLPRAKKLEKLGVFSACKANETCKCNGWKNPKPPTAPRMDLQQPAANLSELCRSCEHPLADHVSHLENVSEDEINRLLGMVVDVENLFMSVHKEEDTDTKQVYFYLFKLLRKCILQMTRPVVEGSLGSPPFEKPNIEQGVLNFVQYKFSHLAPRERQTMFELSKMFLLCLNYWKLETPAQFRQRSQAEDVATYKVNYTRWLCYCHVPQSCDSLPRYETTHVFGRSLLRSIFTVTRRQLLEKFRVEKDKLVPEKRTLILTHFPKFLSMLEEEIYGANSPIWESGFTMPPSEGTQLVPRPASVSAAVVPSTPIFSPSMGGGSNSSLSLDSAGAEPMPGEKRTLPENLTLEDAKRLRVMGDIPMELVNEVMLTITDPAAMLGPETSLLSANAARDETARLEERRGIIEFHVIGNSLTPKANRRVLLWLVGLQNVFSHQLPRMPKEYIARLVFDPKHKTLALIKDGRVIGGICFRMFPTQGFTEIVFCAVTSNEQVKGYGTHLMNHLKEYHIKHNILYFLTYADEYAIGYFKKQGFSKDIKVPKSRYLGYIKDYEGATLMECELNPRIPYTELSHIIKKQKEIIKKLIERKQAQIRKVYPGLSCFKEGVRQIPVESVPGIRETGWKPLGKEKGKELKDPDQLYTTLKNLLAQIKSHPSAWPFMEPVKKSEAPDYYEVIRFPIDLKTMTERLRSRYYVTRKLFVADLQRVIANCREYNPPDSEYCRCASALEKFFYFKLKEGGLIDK
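Free CoA generated was detected with ThioGlo1 (50uM) fluorescence at Ex340nm/Em540nm, read immediately and after 20 min at room temperature. Enzyme, 20 nM in HEPES pH 7.5 buffer, saw compounds 15 min before adding 75uM H3(1-25) peptide and 70uM acetyl-CoA.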
Numbers without * were called inactive; ? = inconclusive; . = not tested or not shown; & = joins results of further samples; [ ] = remark or other dose. The call rests on the fitted dose curve; in most records, active means well fitted curve in the direction sought with a large enough effect; inconclusive means small, poorly fitted or top-dose-only effect, or another doubt; inactive means no such curve, though single readings can be large; an effect the other way counts as inactive or inconclusive. On the % scale 0 is the no-effect control and ±100 the full control effect; potency means the concentration at half of the fitted maximal effect.

The first 2 compounds, ahead of the listing:
Structure	DT40 TDP1 CPT	FEN1 inh	GCN5L2 inh
COc1ccc2c(c1)c(C(=O)N1CCN(C)CC1)c(C)n2-c1ccccc1	-15%	-10%	-9%
O=C(O)c1cc(NN=C2c3ccccc3-c3ccccc32)ccc1Cl	3%	?	?

The listing, previewed entries included:
Structure	DT40 TDP1 CPT	FEN1 inh	GCN5L2 inh
COc1ccc2c(c1)c(C(=O)N1CCN(C)CC1)c(C)n2-c1ccccc1	-15%	-10%	-9%
O=C(O)c1cc(NN=C2c3ccccc3-c3ccccc32)ccc1Cl	3%	?	?
CCCC1CCC(c2ccc(C(=O)NN)cc2)CC1 (stereo unspecified)	29µM*	-20%	-7%
Cc1cc(C)n(CC(O)COCc2ccco2)n1 (stereo unspecified)	5%	-4%	-3%
COc1cc(C(C)=O)ccc1OCCCN1CCC(Cc2ccccc2)CC1	?	16%	-9%
CC(C)(C)c1ccc(OCCC(=O)NCC(c2cccs2)N2CCOCC2)cc1 (stereo unspecified)	-16%	-12%	3%
C=CCc1ccccc1OCCSc1nc(-c2ccc(C(C)(C)C)cc2)nc2cc(=O)[nH]n12	23µM*	?	-19%
CCCN1Cc2cccc(C(=O)Nc3ccc(-c4nc5ccccc5[nH]4)cc3)c2C1=O	?	-3%	-3%
CC[C@H]1C(O)C[C@H]2CCN3C(=O)CCC[C@H]1[C@H]23 (stereo partly specified)	-4%	0%	-1%
COc1ccc(C2/C=C\CN(C(=O)C3CC3)[C@H](Cc3ccccc3)C(=O)N2Cc2ccc(F)cc2)cc1 (stereo partly specified)	16µM*	2%	17%
COc1ccc(/C=N/NS(=O)(=O)c2ccc(C)cc2)cc1OC(=O)c1ccc(C)cc1	2%	-15%	-15%
COc1ccccc1C(=O)Nc1nnc(CCc2ccccc2)s1	?	1%	-16%
Cc1nn(C(CC(=O)O)C(=O)O)c(C)c1Br (stereo unspecified)	-2%	13%	1%
O=C1N[C@@H](Cc2ccccc2)COC(=O)[C@@H](Cc2ccc(F)cc2)CC/C=C/C[C@H]1CC(=O)N(CCO)Cc1ccccc1	?	-17%	-10%
O=C(Nc1ccccc1)Nc1cccn(Cc2c(F)cccc2Cl)c1=O	-25%	-5%	-3%
O=C(Nc1ccc(Cl)cc1)c1nc[nH]c1C(=O)N1CCN(c2ccccc2)CC1	-6%	-5%	-3%
O=C(CCCOC(=O)c1cccnc1Cl)c1ccc(Br)cc1	?	?	-2%
O=C(O)c1cccc(N2C(=S)N=C(Nc3ccccc3)C23CCCCC3)c1	4%	19%	8%
O=C(c1ccccc1NS(=O)(=O)c1ccccc1)N1CCCCCC1	6%	0%	-8%
Cc1ccccc1NS(=O)(=O)c1ccc(OCC(=O)NCc2cccnc2)cc1	5%	7%	34%
O=C(CCSc1ccccc1)Nc1nccs1	-4%	-13%	3%
CCC(C(=O)NCc1ccco1)N(C(=O)CNS(=O)(=O)c1ccc(F)cc1)c1ccccc1F (stereo unspecified)	-21%	-3%	0%
COC(=O)c1ccccc1NC(=S)N1CCN(C2CCCCC2)CC1	-9%	-4%	1%
CCc1cccc(C)c1NS(=O)(=O)c1ccc2c(c1)CC(C)N2C(=O)C1CC1 (stereo unspecified)	?	-15%	-10%
COc1cc(C(=O)NC2CCN(C)CC2)ccc1Nc1ncc2c(n1)N(C1CCCC1)CCC(=O)N2C(C)C	?	-14%	.
O=C(/C=C/c1cccc(Cl)c1)NCc1ccccc1	13%	4%	0%
O=C(NCCc1nc2ccccc2n1CCOc1ccc2ccccc2c1)C1CCCCC1	?	-8%	.
Cc1ccc(-c2cc(C(=O)NCc3ccco3)c3ccccc3n2)o1	?	-4%	?
CCN1C(=O)CC(NCc2ccc(S(N)(=O)=O)cc2)C1=O (stereo unspecified)	0%	-10%	1%
O=C(CCn1c(=O)c2ccccc2n(Cc2ccccc2)c1=O)NCc1ccc2c(c1)OCO2	3%	0%	-6%
CC(C)c1ccc(OCc2nc(-c3ccccn3)no2)c(Br)c1	-15%	-21%	-8%
Cc1onc(-c2c(Cl)cccc2Cl)c1NC(=O)NNc1ccccn1	-1%	-21%	-2%
O=C(c1ccc(Cl)cc1)C1CCN(C(=O)c2ccccc2F)CC1	-24%	26%	.
CCOc1ccc(-n2c(SCC(=O)NCc3ccco3)nnc2-c2c[nH]c3ccccc23)cc1	?	-1%	-5%
O=C(NC(Cc1c[nH]c2ccccc12)C(=O)O)c1ccc(Br)cc1 (stereo unspecified)	11%	-2%	-5%
Cc1ccc(-c2ccc(=O)n(Cc3cccc(Br)c3)n2)cc1	-1%	-2%	-6%
Cc1cccc(C)c1OCc1cc(C(=O)N(Cc2nccn2C)C(C)C)no1	15µM*	2%	-4%
O=C(C1=C(O)C(=O)N(Cc2ccco2)C1c1ccccc1F)c1cccs1 (stereo unspecified)	?	1%	-6%
CC1(C)NC(=O)N(CC(=O)O)C1=O	1%	3%	-5%
CN(C)/C=C/C(=O)c1cnc2sccn2c1=O	-6%	17%	-7%
COC(=O)COc1ccc(S(=O)(=O)Nc2ccc(C(N)=O)cc2)cc1C	?	-10%	-3%
CCN(CC)CCNC(=O)Cn1ncc2ccccc2c1=O	2%	-2%	-3%
COc1cc(-c2noc(-c3nnn(-c4ccc(Cl)cc4)c3C)n2)cc(OC)c1OC	?	4%	4%
Cc1c(OCC(=O)NC(Cc2ccc(Cl)cc2)C(=O)O)ccc2c3c(c(=O)oc12)CCC3 (stereo unspecified)	-17%	5%	-6%
COc1ccc(S(=O)(=O)CCC(=O)NCc2ccc(C)o2)cc1	?	9%	-1%
Cc1ccc(NC(=O)C2CCCN(C3=NS(=O)(=O)c4ccccc43)C2)c(O)c1 (stereo unspecified)	4%	-8%	-1%
COc1cc(OC)cc(C(=O)NCCOC23CC4CC(CC(C4)C2)C3)c1	-29%	-21%	-7%
O=C1c2ccccc2NC(c2cnc3ccccc3n2)N1O (stereo unspecified)	-17%	-3%	-8%
COc1ccccc1S(=O)(=O)Cc1ccc(C(=O)NC(C)c2ccc3c(c2)OCCO3)o1 (stereo unspecified)	-6%	-6%	-7%
O=C(c1ccccc1)c1nn(-c2ccc(Cl)cc2)cc1C(=O)c1cc2ccccc2oc1=O	-25%	-1%	3%

Further records.
Structure	DT40 TDP1 CPT	FEN1 inh	GCN5L2 inh
Cc1sc(NC(=O)C2CC=CCC2C(=O)O)c(C(=O)OC(C)C)c1C (stereo unspecified)	-16%	3%	-8%
COc1cc2c(-c3cccc(Cl)c3)nc3c(c(C)nn3-c3ccccc3)c2cc1OC	-2%	-4%	1%
CCN(CC)C(=O)[C@H]1CC(CC(=O)NCC23CC4CC(CC(C4)C2)C3)C(=O)N2CCc3c([nH]c4ccc(OC)cc34)[C@]12C (stereo partly specified)	21µM*	-16%	-11%
COc1cccc(C(=O)Nc2ccc(F)c(F)c2F)c1	-24%	8%	0%
Oc1ccccc1C1CC(c2cccs2)=NC(c2cccc(Br)c2)N1 (stereo unspecified)	15µM*	1%	-11%
COc1ccc(C(=O)NNC(=O)c2ccc(S(=O)(=O)N3CCOCC3)cc2)cc1	-11%	0%	-8%
CCOCc1nnc(NC(=O)c2ccc(OC)cc2)s1	-28%	0%	1%
CCC(Cn1nnc2ccccc2c1=O)NC(=O)Nc1cc(OC)cc(OC)c1 (stereo unspecified)	?	10%	-7%
CCN(C(=O)c1cc2cc(Br)cc(OC)c2oc1=O)c1ccccc1	-8%	14%	-5%
CCCCNS(=O)(=O)c1ccc2nc(-c3cccnc3)cc(C(=O)NCCCOCC)c2c1	-5%	7%	-20%&-10%
O=C(NNS(=O)(=O)c1ccc(F)cc1)c1cc(Cl)ccc1O	-17%	48%[activator]	-7%
O=C(Nc1ncc(Cc2cccc(Cl)c2)s1)C1CCCO1 (stereo unspecified)	-22%	-10%	-3%
Cc1ccc(-c2nc3ccccc3[nH]2)cc1NC(=O)c1sc2ccccc2c1Cl	?	-3%	-5%
COc1ccccc1CC(=O)Nc1ccc(S(=O)(=O)N2CCCCC2)cc1	-19%	-10%	-3%
CN(C)/C=C/C(=O)Oc1ccc(Cl)cc1Cl	12%	2%	12%
Cc1ccsc1/C=N/Nc1nc(=O)[nH]nc1C	21µM*	-6%	-17%
CCc1nnc(SCc2nc(-c3ccccc3F)oc2C)c2cc3sccc3n12	-24%	-15%	0%
COc1ccc(/C(C)=N\n2cnnc2)cc1	2%	8%	-3%
CCCc1cc(=O)n2[nH]c(-c3ccc(OC)cc3)nc2n1	-22%	7%	-4%
NC(=O)COc1c(-c2ccc(Br)o2)oc2ccccc2c1=O	-28%	-27%	1%
O=C(OCC(=O)N1CCCc2ccccc21)c1cccnc1Cl	-9%	21%	-2%
O=C(O)C1=C[C@@H](c2coc3ccccc3c2=O)C[C@@H](OCc2ccc(CO)cc2)O1	7%	-9%	1%
O=C(Nc1ccc2nn(-c3ccccc3)nc2c1)c1cccnc1	?	-2%	-1%
CCOC(=O)c1ccc(N/C(=N\S(=O)(=O)c2ccccc2C)c2ccccc2)cc1	-29%	-22%	-2%
COc1ccc(C)cc1NC(=O)CCCN1C(=O)CCC1=O	3%	1%	-2%
Cc1nc(SCC(N)=O)c([N+](=O)[O-])[nH]1	16%	2%	-11%
O=C(CCc1ccccc1)Nc1nc2ccc(S(=O)(=O)N3CCOCC3)cc2s1	-23%	-9%	-7%
CCOC(=O)c1ccc(S(=O)(=O)N2CCN(CC(=O)NC(=O)NC(C)(C)C)CC2)cc1	-15%	1%	-3%
COc1ccc(CCNC(=O)c2ccc3c(c2)ncn3-c2ccc(C)cc2C)cc1OC	?	7%	-3%
O=C(O)C1=CCCNC1	0%&0%&-2%&10%	-3%	-5%&4%

Rewritten with two lines to a compound: 3 of the compounds above
Under each structure – DT40 TDP1 CPT | FEN1 inh | GCN5L2 inh
> CCOC(=O)c1ccc(S(=O)(=O)N2CCN(CC(=O)NC(=O)NC(C)(C)C)CC2)cc1
→ -15% | 1% | -3%
> O=C(O)C1=C[C@@H](c2coc3ccccc3c2=O)C[C@@H](OCc2ccc(CO)cc2)O1
→ 7% | -9% | 1%
> COc1ccc(C)cc1NC(=O)CCCN1C(=O)CCC1=O
→ 3% | 1% | -2%

Sorted by number of heavy atoms (lowest first): 3 of the compounds above.
Structure	DT40 TDP1 CPT	FEN1 inh	GCN5L2 inh
Cc1ccsc1/C=N/Nc1nc(=O)[nH]nc1C	21µM*	-6%	-17%
CCCc1cc(=O)n2[nH]c(-c3ccc(OC)cc3)nc2n1	-22%	7%	-4%
O=C(OCC(=O)N1CCCc2ccccc21)c1cccnc1Cl	-9%	21%	-2%

The list continues.
Structure	DT40 TDP1 CPT	FEN1 inh	GCN5L2 inh
CSC1=N/C(=C\c2ccc(C)o2)C(=O)S1	-30%	-9%	-5%
Cc1ccc(OCC(=O)NC(=S)Nc2ccc(Br)cn2)cc1C	9%	-12%	-9%
COc1cc(C#N)c(NC(=O)CN2CCN(CCO)CC2)cc1OC	4%	-2%	-1%
COc1ccccc1NC(=O)CC(=O)Nc1ccccc1OC	14%	13%	5%
CC[C@@]1(C(=O)OC)N[C@H](CN(C)C(=O)COC)[C@@H]2C(=O)N(C)C(=O)[C@@H]21	0%	-3%	-1%
CCN(C(=O)CSc1n[nH]c(-c2ccccc2)n1)c1c(N)n(Cc2ccccc2)c(=O)[nH]c1=O	-13%	17%	1%
CCn1c(SCC(=O)NC2CCCCC2)nnc1-c1ccco1	2%	0%	-2%
COc1cc(/C=N/NC(=O)Cc2cccs2)c([N+](=O)[O-])cc1OC	-17%	0%	3%

Screens (PubChem)

These rows are one share of the data. The share of hits here may be higher or lower than overall.
